# Screens deposited in PubChem by several laboratories.
# IMP-1 inhibitor: blocks Pseudomonas aeruginosa IMP-1 metallo-beta-lactamase; 290,000 compounds, 0.45% hits; purified IMP-1, nitrocefin hydrolysis, epi-absorbance fluorescence; inhibition, % at 5.6 µM; AID 1556;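 active = inhibition above the mean plus 3 SD of all compounds in the same screening run, cut at about 4.5% in these data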;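 also: 0% = IMP-1 with DMSO and 100% = DMSO wells lacking enzyme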
#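 System: purified IMP-1 / Input: IMP-1 dispensed at 0.2 nM / Medium: 50 mM HEPES pH 7.1, 50 µM ZnSO4, 0.05% Brij 35 / Timing: 15 min enzyme–compound preincubation, then 25 min nitrocefin reaction, 25 °C / Technique: plate fluorescence quenching by hydrolysis product, ex 480/em 530 nm / Repeats: singlicate testing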
# UBC9 SUMO inh: inhibitors of human SUMOylation (UBC9); P63279; HTRF SUMOylation assay, SAE1/SAE2 + UBC9, in vitro; inhibition, % at 35 µM; 290,000 compounds, 0.36% hits; AID 2006; in the data active = inhibition above about 50%, passing the limit was not always enough; also: strong numbers were not always called active
# VIM-2 inhibitor: blocks Pseudomonas aeruginosa VIM-2 metallo-beta-lactamase; purified VIM-2, nitrocefin hydrolysis, epi-absorbance fluorescence; inhibition, % at 5.6 µM; 290,000 compounds, 0.89% hits;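 active = inhibition above the mean of all tested compounds plus 3 SD, cutoff set per screening run, cut at about 7.5% in these data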;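 also: red hydrolysis product quenches plate fluorescence so inhibitors raise well fluorescence; 0% = enzyme with DMSO and 100% = DMSO without enzyme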
# GalR3 antagonist: human GalR3 antagonism; O60755; HEK293 GalR3-CNG cAMP membrane potential fluorescence; galR3 body fused to GalR1 C-terminus; inhibition, % at 3 µM; 360,000 compounds, 0.44% hits; AID 651719;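 active = inhibition above the screen-wide average plus 3 SD, cut at about 13% in these data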;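 also: forskolin and galanin both at EC90 stimulate the cells; cAMP rise reported by CNG channel membrane potential dye signal; 0% = forskolin plus galanin with DMSO and 100% = forskolin alone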
# HCV NS3 hel inh: HCV NS3 helicase inhibition | inhibition, % at 10.9 µM | 290,000 compounds, 0.56% hits | NS3 helicase DNA unwinding, Cy5 molecular beacon fluorescence;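 active = inhibition above the mean of all tested compounds plus 3 SD, set per campaign, cut at about 35% in these data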;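 also: 0% = DMSO wells and 100% = thioflavine S control wells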
#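 Assay system: hepatitis C virus NS3 helicase domain fragment enzyme. Also added: annealed dual-labelled DNA beacon duplex, ATP-started. Timing: 1 h reaction at 25 °C, ATP-initiated. Technique: Cy5 fluorescence at 0 and 60 min, beacon hairpin quenching. Evaluation: % inhibition of unwinding. Replication: one well per compound.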
# IDE cell activ: boosts human insulin-degrading enzyme activity in HEK cells; FAbeta-B cleavage, fluorescence polarization; 0% vehicle, 100% cell-free pure enzyme wells; activation, % at 5.96 µM; 340,000 compounds, 0.073% hits;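 active = activation above the mean of all tested compounds plus 3 SD, set per screening campaign, cut at about 17% in these data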
# CRFR2-BP antag: CRF-BP/CRF-R2 complex antagonism | HEK293 CRF-R2/CRF-BP, CRF-induced calcium fluorescence | inhibition, % at 11.8 µM | 350,000 compounds, 0.59% hits;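 active = inhibition of the ligand-induced calcium signal above about 50% at the single tested concentration, limit read from the data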
# p-CIP stab down: lowers stability of the mouse p/CIP coactivator protein | AID 1984 | F442A p/CIP-EGFP cells, EGFP fluorescence, 16 h | decrease of EGFP signal, % at 10 µM | 290,000 compounds, 0.01% hits;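 active = EGFP signal decrease of at least 30% at 10 µM or well 3 SD below plate mean, unless failing retest; inactive = the rest, including hits failing retest or dose response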; also: some compounds called inactive have numbers as strong as hits; many of its hits are not listed in these tables
# Target sequence (Q05BA5 1-1403): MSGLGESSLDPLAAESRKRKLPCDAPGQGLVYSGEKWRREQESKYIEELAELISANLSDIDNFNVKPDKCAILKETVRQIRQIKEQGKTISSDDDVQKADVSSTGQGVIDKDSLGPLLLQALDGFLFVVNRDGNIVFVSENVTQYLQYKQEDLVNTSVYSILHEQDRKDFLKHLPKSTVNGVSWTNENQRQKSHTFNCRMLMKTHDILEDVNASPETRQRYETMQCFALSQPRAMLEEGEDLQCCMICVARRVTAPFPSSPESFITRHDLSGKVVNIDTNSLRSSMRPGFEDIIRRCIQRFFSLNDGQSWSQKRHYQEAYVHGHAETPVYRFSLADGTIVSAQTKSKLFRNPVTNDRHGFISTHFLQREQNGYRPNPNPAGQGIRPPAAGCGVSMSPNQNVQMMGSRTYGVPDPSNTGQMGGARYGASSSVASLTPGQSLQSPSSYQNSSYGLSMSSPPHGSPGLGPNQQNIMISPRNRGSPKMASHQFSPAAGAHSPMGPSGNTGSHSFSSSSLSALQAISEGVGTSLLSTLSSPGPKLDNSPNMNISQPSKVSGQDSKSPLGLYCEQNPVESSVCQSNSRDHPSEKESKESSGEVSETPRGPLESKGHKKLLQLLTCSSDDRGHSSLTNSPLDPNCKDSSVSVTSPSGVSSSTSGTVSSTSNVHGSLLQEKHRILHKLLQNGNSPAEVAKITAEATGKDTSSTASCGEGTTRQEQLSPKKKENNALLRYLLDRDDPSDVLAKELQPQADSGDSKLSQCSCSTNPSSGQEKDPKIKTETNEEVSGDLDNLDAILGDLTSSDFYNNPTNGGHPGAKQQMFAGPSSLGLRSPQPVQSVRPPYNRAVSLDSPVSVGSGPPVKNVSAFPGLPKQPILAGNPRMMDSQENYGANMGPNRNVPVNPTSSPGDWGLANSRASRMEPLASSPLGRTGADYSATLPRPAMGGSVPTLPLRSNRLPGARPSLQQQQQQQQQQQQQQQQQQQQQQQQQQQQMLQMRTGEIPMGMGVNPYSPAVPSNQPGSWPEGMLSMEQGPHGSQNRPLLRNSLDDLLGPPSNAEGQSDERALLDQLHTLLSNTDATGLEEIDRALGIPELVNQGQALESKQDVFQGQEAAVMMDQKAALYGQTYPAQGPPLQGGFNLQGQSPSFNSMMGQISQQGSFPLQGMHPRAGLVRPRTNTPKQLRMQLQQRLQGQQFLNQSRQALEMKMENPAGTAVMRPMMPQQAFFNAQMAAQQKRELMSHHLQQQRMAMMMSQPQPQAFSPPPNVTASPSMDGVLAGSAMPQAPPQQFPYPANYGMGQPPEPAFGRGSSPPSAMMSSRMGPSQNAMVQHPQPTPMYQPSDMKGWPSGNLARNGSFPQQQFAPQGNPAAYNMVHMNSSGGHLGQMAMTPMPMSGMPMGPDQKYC
# IDE cell inh: inhibitors of human insulin-degrading enzyme in cells. HEK cells, FAbetaB cleavage, fluorescence polarization. inhibition, % at 5.59 µM. 320,000 compounds, 0.41% hits. AID 434962;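 active = percent inhibition above the average of all tested compounds plus 3 SD, set per screening campaign, cut at about 16% in these data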;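 also: IDE supplied by intact live HEK cells; FP after avidin binding of uncleaved biotin substrate so inhibition keeps polarization high; 0% = DMSO wells and 100% = 60 µM reference IDE inhibitor Ii1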
# * marks the source's active call; other numbers are inactive results; · = not tested or not shown.
SMILES,IMP-1 inhibitor,UBC9 SUMO inh,VIM-2 inhibitor,GalR3 antagonist,HCV NS3 hel inh,IDE cell activ,CRFR2-BP antag,p-CIP stab down,IDE cell inh
Fc1ccc(-c2csc(=S)[nH]2)cc1,-1.2,23,-1.3,-3,18,-24,11,-5,6
O=C(Nc1ccccc1)c1ccc(S(=O)(=O)N2CCCCC2)cc1,-3.0,-8,-0.4,0,1,5,14,-1,6
COc1cc(/C=N/Nc2ccc(Cl)c(C(=O)O)c2)ccc1OC(=O)c1ccco1,-1.4,-7,5.0,-4,38*,-1,7,-11,-1
Cc1ccccc1S(=O)(=O)Nc1nc2ccccc2nc1N1CCc2ccccc2C1,-2.1,55,-1.4,-9,10,3,-11,-24,0
Cc1cc(Cl)ccc1OCCNC(=S)NC(=O)c1cccnc1,-2.8,21,-3.2,-3,-3,-4,-50,-16,-5
O=C(NNc1nc2c(F)cccc2s1)C1=COCCO1,-2.6,-8,-1.4,-6,10,10,8,-13,4
Cc1ccc(-c2csc(NC(=O)c3ccc(Br)cc3)c2C(=O)O)cc1,-0.8,27,-2.5,-3,42*,3,16,-2,2
O=C(NCc1ccc(F)cc1)N1CCN(S(=O)(=O)c2ccccc2F)CC1,-3.0,-3,-1.9,-4,1,-4,15,0,-3
Cc1ccc(-n2c(=O)c3c4c(sc3n(Cc3cc(=O)n5ccccc5n3)c2=O)CCC4)cc1C,-1.7,4,-1.9,3,6,-1,-3,-2,2
CCc1cccc(NS(=O)(=O)c2ccc3c(c2)n(C)c(=O)n3C)c1,-4.1,24,-1.8,-9,-15,2,-13,-19,0
CCc1ccc(-c2nc(SCC(=O)N(CC)C3CCS(=O)(=O)C3)n[nH]2)cc1 (stereo unspecified),·,·,·,-2,·,-1,6,·,3
CCN(CC(=O)Nc1ccc(NC(C)=O)cc1)C(=O)CN1C(=O)C2CCCCC2C1=O (stereo unspecified),·,·,·,0,·,-4,-4,·,-3
COc1ccc(CN2CCC(Oc3ccc(C(=O)N4CCCCC4)cc3)CC2)cc1C,-2.0,-4,-3.1,-2,-18,3,-8,0,0
CCCn1c(=O)c2ccccc2n2c(SCC(=O)NCc3cccs3)nnc12,-3.5,31,1.4,-6,1,3,6,-5,0
NC(=O)c1ccc([N+](=O)[O-])cc1SCc1ccccc1,-3.1,6,-2.2,-2,19,-4,-21,-85,-2
O=C(c1cccc(F)c1)n1nnc2ccccc21,-1.2,12,0.3,-5,-7,2,17,-10,1
CCC(CC)C(=O)c1c[nH]c(C(=O)NCc2ccncc2)c1,-0.9,15,-1.2,-3,3,5,-6,-4,2
Fc1ccccc1-c1[nH]ncc1-c1nnnn1-c1ccccc1,-1.9,10,-2.5,-4,-10,·,10,-4,1
O=C(CC1SC(=Nc2ccccc2)N(CCO)C1=O)Nc1ccccc1 (stereo unspecified),-4.9,13,-1.4,-3,1,4,-18,1,3
Cc1ccc(C)c(S(=O)(=O)N(C)Cc2cccs2)c1,·,·,·,-3,·,4,12,·,4
CCSc1n[nH]c2nc3c(c(=O)n12)C1(CCCC1)Cc1ccccc1-3,-3.4,17,-1.2,-5,5,-3,3,-6,1
COc1cccc(-c2nnc(SCC(=O)N3CCCC3=O)n2-c2ccccc2)c1,-2.2,21,-5.7,-6,10,3,1,14,1
CN1CCN(S(=O)(=O)c2cccc(S(=O)(=O)c3cccc(S(=O)(=O)N4CCN(C)CC4)c3)c2)CC1,0.9,15,0.5,-5,-5,2,-14,-8,0
NC(=S)N/N=C\c1c(OCc2ccccc2Cl)ccc2ccccc12,-2.8,-7,-5.0,-7,36*,2,-15,3,-3
O=C(CCS(=O)(=O)c1cccs1)N1CCN(c2ccc(F)cc2)CC1,-2.4,14,-2.6,0,1,0,-4,-1,1
CCOc1ccccc1C(=O)N1CCC(n2nnc3cc(C(F)(F)F)ccc32)CC1,-2.4,17,-3.1,-2,6,2,-22,-1,-3
O=C(NCc1cccc(Br)c1)C1CC(c2ccc(C(F)(F)F)cc2)=NO1 (stereo unspecified),·,·,·,-5,·,1,7,·,0
COc1ccc(CC(=O)N2CCC(n3nccc3NC(=O)C3CC3)CC2)cc1,-2.1,-8,-4.4,-2,-7,8,-3,14,-3
COc1ccc2c(c1OC)C(=O)N(c1cccc(C)c1)C2,-1.9,16,0.5,-5,3,1,-1,11,5
C=CC[C@@H](Cc1ccc(F)cc1)C(=O)OC[C@H]1CCCN1C(=O)[C@@H](CC=C)CC(=O)N[C@@H](CO)Cc1ccccc1,·,·,·,-5,·,2,-4,·,-2
CN(Cc1ccccc1)C(=O)COC(=O)c1cncc(Br)c1,-2.8,1,-3.0,-8,-17,1,8,17,3
COc1cccc(CNc2ccc3[nH]c(=O)[nH]c3c2)c1OCc1ccccc1Cl,1.1,-1,0.0,-2,-9,6,-6,1,-2
Cc1cccc(C)c1OCc1cc(C(=O)N2CCN(c3ccccn3)CC2)no1,-3.1,-12,-1.3,-9,3,-3,0,3,-1
COc1cccc(-c2nn(-c3ccc(F)cc3)cc2C(=O)NCC2CCCO2)c1 (stereo unspecified),·,·,·,-5,·,0,5,·,-1
NNC(=O)c1cc2nc(-c3cccs3)cc(C(F)(F)F)n2n1,-5.5,24,2.5,-2,8,-3,-7,-10,1
CC(C)COC(=O)CNc1n[nH]c(=S)[nH]c1=O,-0.7,-14,-0.8,-4,-10,5,-3,1,-1
O=C(CN1C(=O)NC(Cc2c[nH]c3ccccc23)C1=O)NCCc1ccc(F)cc1 (stereo unspecified),-4.5,20,-1.0,-7,5,3,-10,-9,2
COc1ccc(OC)c(C(=O)NC(CC(N)=O)c2ccc(N3CCN(c4ccccn4)CC3)c([N+](=O)[O-])c2)c1 (stereo unspecified),1.5,0,2.4,-2,5,-4,9,12,0
Cc1nn(C(C)(C)C)c(C)c1/C=N/OC(=O)Nc1ccc(Cl)c(Cl)c1,-2.4,11,-1.3,0,-3,-5,4,-26,3
COc1ccc([N+](=O)[O-])cc1NCc1ccccc1,-3.4,-12,-3.3,-6,-8,3,98*,-2,-6

# CRFR2-BP antag, hit marks shown above.
SMILES,IMP-1 inhibitor,UBC9 SUMO inh,VIM-2 inhibitor,GalR3 antagonist,HCV NS3 hel inh,IDE cell activ,CRFR2-BP antag,p-CIP stab down,IDE cell inh
COc1ccc([N+](=O)[O-])cc1NCc1ccccc1,-3.4,-12,-3.3,-6,-8,3,98*,-2,-6

# (continued)
SMILES,IMP-1 inhibitor,UBC9 SUMO inh,VIM-2 inhibitor,GalR3 antagonist,HCV NS3 hel inh,IDE cell activ,CRFR2-BP antag,p-CIP stab down,IDE cell inh
CCCC(C)C(=O)Nc1ccc(S(=O)(=O)Nc2nccc(C)n2)cc1 (stereo unspecified),-0.5,8,0.2,-2,5,·,-60,-11,3
O=C(NCc1ccc2c(c1)OCO2)c1cc(-c2ccccc2)on1,-4.2,30,-3.2,-7,4,5,-6,-3,-4
CCCc1nnc(NC(=O)CCC(=O)NC2CCCCCC2)s1,-1.0,11,-0.7,2,3,5,7,-12,-13
CC(C)(C)NC(=O)C1CCN(C(=O)c2ccc(Br)cc2)CC1,-0.7,1,-0.3,-3,-1,0,-17,6,1
COc1ccc(NC(=O)c2ccc(N3CCOCC3)nc2)cc1,-2.4,-3,-2.1,0,-1,3,5,-1,1
CC(C)C[C@H](NC(=O)OC(C)(C)C)C(=O)NCC1CCC(C(=O)N[C@@H](Cc2ccccc2)C(=O)O)CC1 (stereo partly specified),-3.2,7,-2.8,-8,-5,3,21,-5,5
CCn1c(SCC(=O)Nc2cc(C)on2)nc2c1c(=O)n(C)c(=O)n2C,-3.5,6,-0.5,-5,-1,3,-2,-2,5
COC(=O)C1=C(C(=O)OC)[C@@H]2N(C)c3ccccc3[C@@]23C[C@@H](C(=O)OC)N(C(C)=O)C3=N1,·,-1,·,-8,·,8,8,-2,4
Cc1cc(/C=N/NC(=O)C(O)(c2ccccc2)c2ccccc2)c(C)n1-c1ccc(C(=O)O)cc1,-5.8,6,-3.9,4,39*,5,-12,12,-4
Cc1nc2ccc(-c3nc4cc(N)ccc4o3)cc2[nH]1,-2.2,53*,-3.3,1,2,0,-2,-8,-6
COC(=O)[C@H](CCSC)NC(=O)Cn1cnc2c(OCc3ccccc3)ncnc21,·,·,·,-7,·,1,-18,·,4
CCOC(=O)N1CCC(NC(=O)c2cc(C(=O)NCc3cccc(Cl)c3)ccc2CO)CC1,-3.0,10,-2.1,-5,2,4,5,-10,7
COc1cc2c(cc1OC)C(C)N(C(=O)Nc1ccc(F)cc1)CC2 (stereo unspecified),-0.4,12,0.1,-8,4,0,4,3,-1
COc1ccc([C@H]2CC(=O)C=C(c3cccc(Cl)c3)C2)cc1OC,·,·,·,-6,·,-1,-1,·,1
CC1CCCCC1NC(=O)c1ccc(NC2=NC3CS(=O)(=O)CC3S2)cc1 (stereo unspecified),-2.8,8,-1.0,0,0,3,11,-7,4
O=C(O)CSCNC(=O)CC12CC3CC(CC(C3)C1)C2,-4.7,22,-1.7,-4,-5,0,16,-21,6
CN(C)c1ccc(C(CNC(=O)COc2ccc(Cl)cc2)N2CCCC2)cc1 (stereo unspecified),0.2,9,-1.3,-4,-40,4,-12,0,3
COc1ccc(C[C@H](C)NC[C@@H](O)c2ccc(O)c(NC=O)c2)cc1,·,·,·,-6,·,10,-3,·,-4
Cc1nc(SCc2ccc(O)c([N+](=O)[O-])c2)c([N+](=O)[O-])[nH]1,-3.5,14,-3.6,-4,-3,13,4,-11,3
O=C(NC(=S)NC1CCCCCCCCCCC1)c1cccnc1,-3.2,-3,-3.5,-5,2,2,-50,2,-5
O=c1oc(CCCO)cc2ccc(/C=C/c3cccc([N+](=O)[O-])c3)cc12,·,·,·,-2,·,4,-9,·,-4
O=C(COC(=O)c1ccc([N+](=O)[O-])cc1)NC12CC3CC(CC(C3)C1)C2,·,·,·,1,·,2,-14,·,4
CCC(=O)Nc1ccc(C(=O)NNC(=O)C2CCCCC2)cc1,-3.5,3,-3.8,-4,-2,0,8,-7,·
CCN(CC)C(=S)SCC(=O)c1ccc(Br)cc1,-1.9,-7,-2.0,-3,-2,-3,8,-13,3
CN(C)S(=O)(=O)c1cccc(NC(=O)c2sccc2-c2ccccc2)c1,-3.3,-2,-3.1,-3,-8,0,-1,-10,·
Cc1cc2cc(CN(CCN3CCOCC3)C(=O)Nc3ccccc3F)c(=O)[nH]c2cc1C,-2.9,14,1.6,1,-1,4,2,-8,-6
CC(=O)Nc1ccc(OCC(O)CN2CCN(c3ccc(C)c(Cl)c3)CC2)cc1 (stereo unspecified),-5.6,2,-1.5,-8,-8,-5,3,0,6
C=C(c1ccccc1Cl)[n+]1ccccc1,-2.5,5,-0.7,-10,21,-2,1,-13,5
Cc1cc(Cl)ccc1OCC(=O)Nc1nc(-c2cccnc2)cs1,-2.5,-17,-4.5,-4,-3,-3,22,-4,3
